Screening results from PubChem BioAssay.
HRas wt GTP bind – changes GTP binding to wildtype human HRas. GST-Ras wt beads, Bodipy-FL-GTP binding, flow cytometry; actives lie on both sides. GTP binding activity, % at 10 µM. 0.14% of 190,000 active;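 active means GTP binding activity at least 20% away from the 100% baseline, either lowered as inhibitor or raised as activator; inconclusive means flagged as likely green fluorescent, judged across all proteins in the well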;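 further: 0% = unlabeled GTP competition control and 100% = no-compound control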
Pf gametocyte – kills late stage P. falciparum gametocytes; P. falciparum stage V gametocytes, ATP luminescence, 24 h; inhibition, % at 10.9 µM; 0.065% of 150,000 active;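 active means inhibition above the mean plus 3 SD of compounds within the control limits, set per campaign, cut at about 38% in these data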;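 further: 0% = DMSO wells and 100% = medium only without gametocytes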
Mcl1-Noxa inh – Mcl-1/Noxa interaction inhibition; 1.5% of 220,000 active; TR-FRET Mcl-1/Noxa peptide binding, 2 h; Q07820; inhibition, % at 21.7 µM;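 active means compounds that cut the protein-peptide binding signal by more than 50% relative to plate controls in a single-dose test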;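 further: His-tagged Mcl-1 with rhodamine Noxa BH3 peptide and terbium anti-His antibody; 0% = Mcl-1 plus Noxa peptide wells and 100% = peptide-only wells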
Target sequence (Q07820 whole entry, looked up): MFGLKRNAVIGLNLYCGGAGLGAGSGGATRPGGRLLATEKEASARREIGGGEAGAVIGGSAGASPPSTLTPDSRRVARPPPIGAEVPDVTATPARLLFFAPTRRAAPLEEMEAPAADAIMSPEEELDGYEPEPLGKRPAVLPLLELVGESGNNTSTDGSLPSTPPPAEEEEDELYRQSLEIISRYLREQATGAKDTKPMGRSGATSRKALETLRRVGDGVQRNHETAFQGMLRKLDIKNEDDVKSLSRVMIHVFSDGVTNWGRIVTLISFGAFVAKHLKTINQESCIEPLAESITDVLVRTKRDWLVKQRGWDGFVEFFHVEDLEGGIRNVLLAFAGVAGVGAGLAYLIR
Rac1 wt GTP bind – human Rac1 wildtype GTP binding, inhibitors and activators; GTP binding activity (% of control), % at 10 µM; P63000; AID 757; 0.27% of 190,000 active; GST-Rac1 beads, fluorescent GTP binding, flow cytometry; actives lie on both sides; 0 = cold GTP competed, 100 = untreated;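 active means GTP binding activity at least 20 points away from the 100% control level, either lower or higher; inconclusive means compound flagged as likely green fluorescent, judged across all proteins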
Mcl1-Bid inh – disrupts binding of human Mcl-1 to Bid peptide; inhibition, % at 21.7 µM; 0.97% of 220,000 active; TR-FRET Mcl-1/Bid-Dy647 peptide binding, 1536-well; Q07820;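 active means compounds that cut the binding signal by more than half at the single screening dose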;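 further: His-tagged Mcl-1 with europium anti-His antibody binding Bid BH3 peptide; 0% = Mcl-1 plus peptide wells and 100% = peptide-only wells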
Rab2A wt mod – changes GTP binding to wildtype dog Rab2A, up or down; P61105; GTP binding activity, % at 10 µM; GST-Rab2 wt beads, Bodipy-GTP binding, flow cytometry; 0.19% of 190,000 active;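 active means GTP binding activity at least 20 points away from 100%, either lowered or raised; inconclusive means signal likely due to the compound's own green fluorescence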;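 further: 0% = beads with excess unlabeled GTP and 100% = no-compound control corrected for plate trend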
RGS8-Gao reg – human RGS8-Galphao interaction regulation; P09471; multiplexed bead flow cytometry, RGS8-Galphao binding; actives lie on both sides; response (percent of control binding), % at 10 µM; 0.34% of 220,000 active; AID 1423; in the data active means response below about 60% or above about 140%; inactive means in between;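 further: Galphao activated as the GDP aluminium fluoride complex binding bead-coupled RGS8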
Target sequence (P09471 whole entry, looked up): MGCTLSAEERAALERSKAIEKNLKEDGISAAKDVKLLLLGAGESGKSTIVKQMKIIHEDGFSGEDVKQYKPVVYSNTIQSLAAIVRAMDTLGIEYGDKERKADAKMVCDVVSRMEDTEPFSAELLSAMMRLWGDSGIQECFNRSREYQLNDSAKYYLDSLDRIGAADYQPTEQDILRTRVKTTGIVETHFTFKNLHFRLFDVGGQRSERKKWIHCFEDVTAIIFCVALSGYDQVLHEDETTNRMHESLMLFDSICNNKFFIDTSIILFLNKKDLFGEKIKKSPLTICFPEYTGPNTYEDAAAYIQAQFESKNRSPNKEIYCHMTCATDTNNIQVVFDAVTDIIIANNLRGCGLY
Cdc42 wt GTP – changes GTP binding to wildtype human Cdc42. percent activity (GTP binding), % at 10 µM. 0.2% of 190,000 active. GST-Cdc42 beads, Bodipy-GTP binding, flow cytometry; actives lie on both sides. P60953;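 active means percent activity GTP binding at least 20 points away from the 100% baseline, either down as inhibitor or up as activator; inconclusive means compound flagged as likely green fluorescent from well-wide comparison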;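 further: median bead fluorescence of bound Bodipy-FL-GTP at 100 nM; 0% = excess unlabeled GTP control and 100% = no compound control; below 100% means less GTP binding so inhibitor and above means activator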
Target sequence (P60953 whole entry, looked up): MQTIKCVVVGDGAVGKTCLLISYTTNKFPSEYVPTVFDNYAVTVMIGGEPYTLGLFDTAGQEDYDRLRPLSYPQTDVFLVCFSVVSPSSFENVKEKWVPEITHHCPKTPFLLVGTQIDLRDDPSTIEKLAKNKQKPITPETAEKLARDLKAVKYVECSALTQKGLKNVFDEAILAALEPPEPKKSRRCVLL
Rab7 wt modul – dog Rab7 wildtype GTP binding, inhibitors and activators; 0.055% of 190,000 active; GTP binding activity (percent of control), % at 10 µM; GST-Rab7 beads, fluorescent GTP binding, flow cytometry; actives lie on both sides; untreated = 100%, excess cold GTP = 0%;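 active means fluorescent GTP binding to Rab7 beads changed by at least 20 points from the 100% baseline, either direction, mostly lower; inconclusive means compound itself probably fluorescent, or too few beads counted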;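 further: median green fluorescence of bound Bodipy-FL-GTP per Rab7 bead population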
Rac1 mut GTP – modulators of GTP binding to human Rac1 activated mutant | P63000 | GST-Rac1 activated beads, fluorescent GTP binding, flow cytometry; actives lie on both sides; 100% means binding = to untreated wells | percent activity (GTP binding), % at 10 µM | AID 764 | 0.11% of 190,000 active;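 active means GTP binding at least 20 percentage points away from the 100% baseline, in either direction, so actives lie on both sides; inconclusive means Compound likely fluorescent itself, or too few beads counted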
Bim-Mcl-1 – inhibitors of Bim-Mcl-1 interaction, human | Q07820 | Bead-based flow cytometry, Bim peptide-Mcl-1 binding | inhibition, % at 10 µM | 0.1% of 190,000 active; in the data active means inhibition above about 40%;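 further: 0% = no compound tracer wells and 100% = peptide blocker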
Numbers without * were called inactive; ? = inconclusive; / = no result given.

SMILES	HRas wt GTP bind	Pf gametocyte	Mcl1-Noxa inh	Rac1 wt GTP bind	Mcl1-Bid inh	Rab2A wt mod	RGS8-Gao reg	Cdc42 wt GTP	Rab7 wt modul	Rac1 mut GTP	Bim-Mcl-1
CO/N=C(/CS(=O)Cc1ccccc1Cl)c1ccc(Cl)cc1Cl (stereo unspecified)	110	-38	-2	110	-15	109	95	109	100	102	-4
O=C(NCCOc1ccccc1)c1ccccc1	98	-1	12	99	10	98	99	101	98	97	0
CCCCC1OC23CCCCC2C(C#N)(C(=N)O3)C1(C#N)C#N (stereo unspecified)	102	/	-8	104	-40	101	99	104	99	99	1
O=C(COc1ccc(S(=O)(=O)Nc2ccccc2)cc1)N1CCOCC1	101	5	-2	101	17	98	94	104	100	97	-5
O=C(O)c1cc(Cl)c(Cl)cc1C(=O)Nc1cccnc1	88	-30	12	88	15	89	101	88	93	87	2
COc1ccc([C@H](C)NC[C@H](O)c2ccc(O)c(NC=O)c2)cc1	98	/	-14	101	-17	98	74	98	99	98	-2
O=C(NCc1ccco1)c1cc(-c2cccs2)on1	101	12	-12	106	-29	102	93	104	100	102	-5
CC(Oc1ccc(Cl)cc1Cl)C(=O)Nc1ccc(N2CCN(C)CC2)cc1 (stereo unspecified)	100	-7	18	107	6	104	101	105	105	99	-1
CSc1nc(-c2ccco2)nn1C(=O)CCc1ccccc1	102	6	9	104	-4	102	102	103	103	102	0
Cn1c(=O)c2c(nc(SCC(=O)N3CCCCCC3)n2C)n(C)c1=O	97	3	11	103	4	98	103	98	102	98	-3
CCOCc1nnc(NC(=O)c2cc(C(=O)OC)cc([N+](=O)[O-])c2)s1	94	/	14	93	-35	96	101	93	102	92	0
CCC12CN(C(=O)c3ccc(C)cc3)CC(CC)(CN(C(=O)c3ccc(C)cc3)C1)C2=O	102	-23	10	105	-9	101	96	103	98	101	-3
COc1ccc2c(c1O)C(=O)c1ccccc1C2=O	87	/	30	86	21	90	102	89	102	91	-1
CCCCc1nc(NCc2ccccc2)c(C#N)c2c1CCCC2	102	-9	9	105	-10	101	102	104	101	102	-3
CCCOc1ccc(NC(=O)CC2C(=O)N(Cc3ccccc3)C(=S)N2Cc2cccs2)cc1 (stereo unspecified)	101	14	-2	104	0	98	77	102	101	100	-3
Cc1ccc(SC(C)c2nc(-c3ccccc3)no2)cc1 (stereo unspecified)	97	/	-11	100	-1	96	105	98	99	94	-3
Cc1nc(NC(=O)CSc2nnc(C)n2CC2CCCO2)sc1C (stereo unspecified)	102	/	-8	101	-40	100	97	103	99	96	1
CCOC(=O)c1[nH]cc(-c2ccccc2)c1N1CCOCC1	102	/	-21	103	-2	100	73	103	99	101	-12
CCOC(=O)CNS(=O)(=O)c1cc(-c2n[nH]c(=O)c3ccccc23)ccc1C	101	/	17	101	-18	104	103	100	107	97	1
O=C(c1cccs1)N1CCc2ccccc2C1	100	6	16	102	-28	98	101	96	99	97	-2
O=S(=O)(Nc1ccc(O)cc1)c1cccc2cccnc12	102	/	-7	107	-35	105	101	104	99	101	0
O=C(c1cc(-c2cccs2)on1)N1CCCCC1	105	/	-10	107	-8	103	107	103	102	99	1
CCCCCn1c(CNC(=O)CCC)nc2ccccc21	103	/	-14	102	-1	102	104	99	102	100	-1
COc1ccc(C(C)NC(=O)c2ccccc2Cl)cc1OC (stereo unspecified)	100	15	15	105	-10	100	96	98	99	100	0
O=C(c1cc2c(s1)-c1ccccc1S(=O)(=O)C2)N1CCN(Cc2ccccc2)CC1	104	/	14	106	-1	105	93	103	104	102	0
CC(C)c1ccccc1NC(=S)NC(C)c1ccccc1 (stereo unspecified)	100	/	22	102	-52	98	99	102	97	98	-5
COc1ccc(C(=O)N/C(=C/c2ccco2)C(=O)NC2CCS(=O)(=O)C2)cc1 (stereo unspecified)	95	15	-1	102	-15	96	96	100	100	96	-2
CC1(c2ccc([N+](=O)[O-])cc2)CC(C)(C)N(C(=O)c2ccccc2)c2ccccc21 (stereo unspecified)	99	/	13	102	-25	98	87	94	99	97	-5
Nc1nnn(Cc2ccccc2)n1	?	/	-5	?	-2	?	101	?	?	?	0
O=C(/C=C/c1cccc(F)c1)N(c1ccccn1)C1CCCCC1	96	-2	-7	98	-5	95	102	99	97	95	0
Cc1ccc(-c2nc(C)c(C(=O)O)s2)cc1	98	/	12	102	-19	96	102	97	103	99	0
O=C(NCc1ccco1)c1ccc2ccccc2n1	100	22	0	101	-24	98	107	98	103	97	-6
O=C(c1cccnc1)N1CCN(CCCc2ccccc2)CC1	102	/	28	99	22	99	105	101	99	98	2
CCNC(=O)c1sc(=S)n(-c2ccc(C)cc2)c1N	102	/	23	112	-48	103	105	106	102	100	-77
COc1cccc(NC(=O)C(C#N)Cc2ccncc2)c1 (stereo unspecified)	92	-9	4	92	-31	93	100	93	92	95	-1
CCOc1ccc(NC(=O)N2CCC(NC(=O)c3ccco3)CC2)cc1	108	-8	5	106	-39	108	101	111	102	105	0
C[C@H](NC(=O)c1ccccc1Cl)C(=O)NCc1cccs1	95	-60	11	96	-29	97	102	96	98	98	-1
CC(=O)Nc1ccc(C(=O)N/C(=C/c2ccccc2)C(=O)Nc2cccc(C(=O)O)c2)cc1	102	/	3	99	-13	101	108	98	105	97	1
Cc1ccc(C(=O)CSc2ccc(-c3ccncc3)nn2)cc1	91	4	1	85	-33	93	101	89	95	87	-3
O=C(NCc1ccco1)C(=O)c1cn(CC(=O)N2CCCCCC2)c2ccccc12	96	5	14	96	-4	100	100	94	109	96	0
Cc1cccc(NC(=S)Nc2c(C)n(C)n(-c3ccccc3)c2=O)c1C	100	-19	11	106	-63	99	119	104	98	100	0
COc1ccc(C=O)cc1COc1ccc(C)cc1[N+](=O)[O-]	98	8	10	94	-16	96	103	97	96	94	-2
CCOc1ccc(-c2nc[nH]c2[N+](=O)[O-])cc1	98	-2	-2	93	-15	97	106	92	105	94	-1
COc1cccc(CNCC(O)(c2ccc(Cl)cc2)c2ccc(Cl)cc2)c1	?	-10	9	?	0	?	100	?	?	?	-3
CCCc1nnc(SCC(=O)N2CCCCC2)n1CCCOC	97	/	-15	96	-9	96	103	97	97	95	0
N#CCOc1nc(N2CCCC2)nc(N2CCCC2)n1	99	/	-5	98	-18	96	103	100	97	96	3
Cc1ccc(C)c(NC(=O)Cn2c(=O)n(-c3ccc(CC(=O)NCC4CCCO4)cc3)c(=O)c3ccccc32)c1 (stereo unspecified)	99	2	1	104	-7	98	105	100	103	99	-2
N#Cc1ccc(-c2nc3cc(C#N)c(C#N)cc3nc2-c2ccccc2)cc1C#N	102	-44	-17	102	-20	103	99	99	103	93	1
CCC(C)(C)NC(=O)C(c1cccs1)N(CC1CCCO1)C(=O)Cn1nnc2ccccc21 (stereo unspecified)	98	/	12	96	-11	97	99	100	93	95	-3
CCOC(=O)C1CCCN(C(=O)c2ccccc2SCCOC)C1 (stereo unspecified)	101	/	9	107	3	99	100	104	98	100	-5
CN1Cc2cc(C(=O)c3ccccc3O)cnc2NC1=O	99	3	-6	99	-1	97	100	99	98	98	-1
Cc1ccc2cc(CCNC(=O)c3cc4ccccc4o3)c(=O)[nH]c2c1C	96	/	-9	96	-13	92	109	90	100	90	-1
COc1ccccc1Nc1nc(-c2ccccc2O)nc2ccccc12	101	-22	-51	101	-30	103	102	101	107	96	0
Cc1ccc(C)c(S(=O)(=O)NCC(=O)NCc2ccco2)c1	100	-11	8	105	-4	99	100	100	98	99	-3
COc1ccc(S(=O)(=O)NCc2ccncc2)cc1OC	104	/	4	112	-6	103	101	105	101	104	0
O=C(CSc1nnnn1C1CCCCC1)Nc1nc2c(s1)CCCC2	89	/	-11	89	-2	91	108	86	90	90	1
CCOC(=O)CSc1cn2c(n1)CCC2	100	/	29	109	-21	98	98	105	96	99	-2
Cc1nnnn1/C(=C\c1ccccc1)C(=O)OCC(=O)N1CC2(C)CC1CC(C)(C)C2 (stereo unspecified)	99	-15	16	103	-16	98	102	101	97	100	-4
COCCNC(=O)Cn1nc(C(F)(F)F)c(Br)c1C	104	/	8	106	3	102	95	103	101	102	-3
O=C(CSc1ccccc1)N1CCN(c2ccccc2)CC1	98	2	1	103	-23	101	115	99	97	98	-5

The list goes on.
SMILES	HRas wt GTP bind	Pf gametocyte	Mcl1-Noxa inh	Rac1 wt GTP bind	Mcl1-Bid inh	Rab2A wt mod	RGS8-Gao reg	Cdc42 wt GTP	Rab7 wt modul	Rac1 mut GTP	Bim-Mcl-1
COc1cc(NC(=O)Cc2c(C(=O)O)[nH]c3ccccc23)cc(OC)c1OC	97	-28	1	99	-26	95	101	96	96	96	1
Oc1oc(-c2ccccc2)nc1C=Nc1cccc2ccccc12	99	/	21	100	21	97	100	100	97	97	-2
CN(C=O)CP(=O)(O)CN1CCCCC1	99	/	0	97	-9	96	105	99	94	100	0
N#Cc1c(Cl)c(Cl)c2nnc(-c3ccc(Br)cc3)n2c1Cl	82	/	-40	83	14	80	103	80	91	86	7
CCOC(=O)C1=C(O)C(=O)N(CCCn2ccnc2)C1c1ccc(C)cc1 (stereo unspecified)	100	-4	12	99	-51	97	98	95	105	95	0
O=C(Cc1ccc(F)cc1)N1CCN=C1SCc1cccc([N+](=O)[O-])c1	97	16	-17	98	-2	96	102	96	95	95	-2
COC(=O)c1cc(F)c(-n2cncn2)c(F)c1	102	/	4	99	-5	103	100	101	96	100	0
COc1ccc(-n2nc3c(c2NC(=O)C24CC5CC(CC(C5)C2)C4)CS(=O)C3)cc1 (stereo unspecified)	100	/	3	102	-19	100	101	101	96	97	-1
COc1ccc(CNCC(O)(c2ccc(Cl)cc2)c2ccc(Cl)cc2)cc1	106	-8	23	105	-49	106	102	108	101	104	-2
Cc1nc(-c2ccc(NC(=O)c3ccccc3C)cc2)cs1	96	/	3	99	-16	96	97	96	95	97	-4
CCOC(=O)C1C(=O)OC2(CCOC(C)(C)C2)C1C(=O)OCC (stereo unspecified)	101	-11	20	104	-11	101	100	103	97	101	0
CC(C)OC(=O)c1c(N)n(CCCN2CCOCC2)c2nc3ccccc3nc12	100	/	-4	105	-15	99	100	101	99	99	0
Cc1ccc(NC(=O)CN(C)S(=O)(=O)c2cccc3cccnc23)cc1	98	/	27	97	0	99	74	98	98	97	3
N#Cc1c(NC(=O)CSc2nc(N)cc(=O)[nH]2)sc2c1CCCCCC2	102	6	-6	110	-25	99	104	101	103	97	0
